# Screening results (PubChem)
# RGS4-Gao reg: modulates binding of RGS4 to human Galphao | Multiplexed bead flow cytometry; actives lie on both sides | AID 1415 | 220,000 compounds, 0.33% hits | binding response (% of control), % at 10 µM; in the data active = binding response below about 49% or above about 150%; inactive = in between;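 note: fluorescent Galphao activated with aluminum fluoride binding bead-coupled RGS4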
# Bfl-1 Bim block: inhibitors of Bim-Bfl-1 interaction, human | inhibition, % at 10 µM | 190,000 compounds, 0.12% hits | AID 1008 | Bead-based flow cytometry, Bim-Bfl-1 binding inhibition;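 note: 0% = wells without compound plus tracer and 100% = blocker peptide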
# Bcl-W Bim block: human Bim-Bcl-W interaction inhibition; 190,000 compounds, 0.02% hits; bead-based flow cytometry, Bim peptide-Bcl-W binding; Q92843; inhibition, % at 10 µM;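 note: 0% = bound tracer without compound and 100% = peptide blocker; higher means less fluorescent Bim peptide bound to Bcl-W beads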
# ABCB1 block: blocks JC-1 efflux by human ABCB1 transporter | P08183 | CCRF-Adr cells, flow cytometry | inhibition, % at 6.6 µM | 190,000 compounds, 0.067% hits; in the data active = inhibition above about 40%;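 note: 0% = vehicle and 100% = reference inhibitor; higher value means more JC-1 retained so stronger ABCB1 efflux block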
# Avidin fluor: compound fluoresces at 488/530 nm on avidin beads; compound fluorescence 488/530 nm, flow cytometry; stronger effect = higher value; fluorescence (KMESF) at 10 µM; 220,000 compounds, 0.38% hits; AID 1775; in the data active = fluorescence above about 47; note: inactives centre near 10
# GSH bead fluor: GSH bead compound fluorescence profile; GSH beads flow cytometry, compound fluorescence 488/530 nm; stronger effect = higher value; fluorescence (KMESF) at 10 µM; 190,000 compounds, 0.25% hits; AID 1776; in the data active = fluorescence above about 89;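 note: glutathione beads carrying GST-tagged Bcl family fusion proteins plus one bare bead set; values are compound well signal with DMSO vehicle wells as background; inactives centre near 16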
# Bim-Bcl-2: disrupts Bim peptide binding to human Bcl-2; P10415; Bead-based flow cytometry, Bim peptide-Bcl-2 binding; inhibition, % at 10 µM; 190,000 compounds, 0.06% hits; AID 950; in the data active = inhibition above about 40%; inconclusive = no clear call, values can overlap the other calls;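 note: 0% = no compound wells with probe peptide and 100% = reference peptide inhibitor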
# ABCG2 inh: inhibitors of human ABCG2 transporter, ABCB1 counter-screen; inhibition, % at 6.6 µM; IgMXP3 cells, JC-1 efflux, flow cytometry; 190,000 compounds, 0.1% hits; Q9UNQ0;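 active = inhibition above 80%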;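 note: 0% = DMSO and 100% = nicardipine control wells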
# Target sequence (Q9UNQ0 whole entry, looked up): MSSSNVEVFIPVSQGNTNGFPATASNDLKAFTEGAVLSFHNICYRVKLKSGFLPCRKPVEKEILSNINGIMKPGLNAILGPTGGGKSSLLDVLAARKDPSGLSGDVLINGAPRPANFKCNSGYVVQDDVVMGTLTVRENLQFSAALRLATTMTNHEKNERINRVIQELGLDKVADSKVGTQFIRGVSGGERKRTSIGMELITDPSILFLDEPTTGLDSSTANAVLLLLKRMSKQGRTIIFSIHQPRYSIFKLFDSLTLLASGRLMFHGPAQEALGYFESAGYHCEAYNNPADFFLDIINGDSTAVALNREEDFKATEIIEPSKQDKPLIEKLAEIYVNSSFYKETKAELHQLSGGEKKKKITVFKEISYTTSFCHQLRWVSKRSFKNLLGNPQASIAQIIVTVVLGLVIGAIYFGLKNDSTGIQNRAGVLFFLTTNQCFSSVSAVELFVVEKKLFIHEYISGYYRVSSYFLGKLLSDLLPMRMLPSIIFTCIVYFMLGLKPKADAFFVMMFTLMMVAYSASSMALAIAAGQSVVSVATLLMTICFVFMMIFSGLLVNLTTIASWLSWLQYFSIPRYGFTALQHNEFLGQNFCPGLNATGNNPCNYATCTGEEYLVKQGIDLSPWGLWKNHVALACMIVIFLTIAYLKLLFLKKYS
#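 material = IgMXP3 (ABCG2) plus far-red-tagged CCRF-Adr (ABCB1) cells | amount = 3 million cells/mL, equal mix of both lines | also added = JC-1 transporter substrate | dosing = one concentration, 6.6 µM final | schedule = 10 min at 25 °C | measured by = flow cytometric JC-1 green MFI at 530 nm | read-out basis = percent efflux inhibition, scaled nicardipine 100% to DMSO 0%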
# Bim-Bcl-B: disrupts Bim peptide binding to human Bcl-B; Q9HD36; bead-based flow cytometry; inhibition, % at 10 µM; 190,000 compounds, 0.073% hits; AID 951;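 note: 0% = tracer peptide without compound and 100% = reference inhibitor peptide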
# Target sequence (Q9HD36 whole entry, looked up): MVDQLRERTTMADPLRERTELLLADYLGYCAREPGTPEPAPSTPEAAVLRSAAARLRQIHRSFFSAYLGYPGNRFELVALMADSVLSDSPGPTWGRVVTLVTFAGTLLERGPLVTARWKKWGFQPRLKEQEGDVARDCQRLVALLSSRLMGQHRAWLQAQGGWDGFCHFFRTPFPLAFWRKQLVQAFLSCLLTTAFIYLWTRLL
# Bim-Bcl-XL: human Bim-Bcl-XL interaction inhibition | 190,000 compounds, 0.04% hits | AID 1007 | Bim peptide-Bcl-XL binding, bead flow cytometry, fluorescence | Q07817 | inhibition, % at 10 µM
# Target sequence (Q07817 whole entry, looked up): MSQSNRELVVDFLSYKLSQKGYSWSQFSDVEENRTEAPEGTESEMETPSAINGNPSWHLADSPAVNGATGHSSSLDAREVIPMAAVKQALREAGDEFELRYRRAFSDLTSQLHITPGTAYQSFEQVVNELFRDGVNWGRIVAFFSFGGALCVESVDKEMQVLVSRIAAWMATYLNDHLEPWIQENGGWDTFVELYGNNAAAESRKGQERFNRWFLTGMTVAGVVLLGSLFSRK
# RGS7-Gao: human RGS7-Galphao interaction regulation; P09471; Multiplexed bead flow cytometry, RGS7-Galphao binding; actives lie on both sides; binding response (% of control), % at 10 µM; 220,000 compounds, 0.35% hits; in the data active = binding response below about 49% or above about 150%; inconclusive = no clear call, values can overlap the other calls; inactive = in between;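 note: fluorescent Galphao held in activated GDP-AlF4 state binding bead-coupled RGS7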
# Starred values were filed as active, the others as inactive; u = inconclusive. Cut-off read from the data, not from the text of the source, unless noted: active = inhibition above about 40%.
1	N#CCSc1nnc(Cc2ccc3c(c2)OCO3)o1
2	O=C(NCCN1C(=O)S/C(=C/c2cccnc2)C1=O)C1CC(=O)N(Cc2ccccc2)C1 (stereo unspecified)
3	CC1=C(C(=O)Nc2ccccc2)C2(CCCCC2)C(C(N)=O)C(=S)N1 (stereo unspecified)
4	Cn1c(CNc2nc3ccccc3n2C)nc2ccccc21
5	COC(=O)c1ccccc1NC(=O)CN(C)S(=O)(=O)c1ccc(OC)cc1
6	O=C(COC(=O)C1(c2ccccc2F)CCCC1)N1CCOCC1
7	CCn1c(O)c(C=Nc2ccccc2)sc1=S
8	O=C(c1cccnc1)N1N=C(C2CC2)CC1(O)C(F)(F)F (stereo unspecified)
entry no.,1,2,3,4,5,6,7,8
RGS4-Gao reg,96,102,100,117,97,107,100,102
Bfl-1 Bim block,0,-2,-9,-2,13,-1,-3,-1
Bcl-W Bim block,0,0,-8,-1,9,-1,-3,-2
ABCB1 block,0.8,0.4,0.8,0.6,1.8,0.5,-0.4,1.0
Avidin fluor,7,26,15,23,7,33,7,5
GSH bead fluor,21,15,15,24,20,19,13,20
Bim-Bcl-2,-2,0,-5,-2,7,-1,0,-2
ABCG2 inh,2,2,3,42,37,1,-1,10
Bim-Bcl-B,0,-3,-10,0,11,-5,-2,-4
Bim-Bcl-XL,0,0,-9,-2,10,-3,0,-1
RGS7-Gao,98,101,99,119,94,107,102,108

9	O=C(COc1ccc(C(=O)O)cc1)Nc1cccc(C(F)(F)F)c1
10	Cc1cc(=O)n2nc(N3CCCC(C(=O)NCCCN4CCc5ccccc5C4)C3)sc2n1 (stereo unspecified)
11	O=S(=O)(c1ccc(Cl)nc1)N1CCN(Cc2ccc3c(c2)OCO3)CC1
12	COc1ccc(Nc2nccc(OC)c2C#N)cc1
13	O=C(N/N=C/c1cc([N+](=O)[O-])ccc1N1CCCCCC1)c1ccccn1
14	CCn1c(=O)cc(SCC(=O)NCCCN2CCN(c3ccc(F)cc3)CC2)c2ccccc21
15	Cc1ccsc1/C=N/NC(=O)c1ccncc1
16	N#C/C(=C\c1cccnc1)C(=O)Nc1ccc(C(=O)O)cc1
entry no.,9,10,11,12,13,14,15,16
RGS4-Gao reg,103,113,103,105,104,95,102,104
Bfl-1 Bim block,-8,-3,0,0,7,-6,-3,-7
Bcl-W Bim block,0,0,0,0,-1,-2,-1,-2
ABCB1 block,0.5,0.4,0.2,0.1,8.0,2.8,0.5,0.5
Avidin fluor,23,27,10,13,8,11,23,11
GSH bead fluor,8,14,11,24,12,38,11,26
Bim-Bcl-2,-3,-6,2,0,-1,-7,-2,-2
ABCG2 inh,2,1,0,0,22,9,3,5
Bim-Bcl-B,-8,0,3,-4,-3,0,-4,-4
Bim-Bcl-XL,-2,1,-1,-3,0,-9,0,0
RGS7-Gao,104,108,103,100,107,97,101,105

17	Nc1nc(C(F)(F)F)c(Br)c(=O)n1N
18	CC(C)(C)C(=O)Nc1cc(S(=O)(=O)N2CCCCC2)ccc1N1CCCCC1
19	COc1ccccc1C(=O)NCCC(=O)N1CC(=O)Nc2ccccc21
20	Cc1noc(C)c1S(=O)(=O)NCc1ccc2c(c1)OCO2
21	CC(Sc1nnc(CNc2cccc3ccccc23)n1-c1ccccc1)C(=O)N/N=C/c1ccco1 (stereo unspecified)
22	CCOc1cc(NC(=S)Nc2ccc(Cl)cc2)c(OCC)cc1NC(C)=O
23	Cc1oc(-c2ccccc2F)nc1CS(=O)(=O)CC(=O)NCCN(C)C1CCCCC1
24	CC(C)OC(=O)c1c(NC(=O)c2ccco2)sc2c1CCCC2
entry no.,17,18,19,20,21,22,23,24
RGS4-Gao reg,100,97,99,98,100,101,104,104
Bfl-1 Bim block,0,3,36,-10,0,-7,-11,0
Bcl-W Bim block,-1,-1,17,2,-3,0,2,0
ABCB1 block,0.4,1.9,0.5,-1.9,0.4,0.5,-2.6,0.3
Avidin fluor,7,13,10,7,17,11,6,8
GSH bead fluor,14,16,24,21,16,10,19,15
Bim-Bcl-2,-2,-1,27,-6,-4,-3,-1,3
ABCG2 inh,1,8,11,-3,2,4,-3,1
Bim-Bcl-B,0,-8,16,-3,-4,-1,-2,-6
Bim-Bcl-XL,-7,-3,31,-5,-1,0,-1,-2
RGS7-Gao,99,97,99,102,96,100,104,107

# Reprinted at random: 2 compounds from above, in no set order.
22	CCOc1cc(NC(=S)Nc2ccc(Cl)cc2)c(OCC)cc1NC(C)=O
18	CC(C)(C)C(=O)Nc1cc(S(=O)(=O)N2CCCCC2)ccc1N1CCCCC1
entry no.,22,18
RGS4-Gao reg,101,97
Bfl-1 Bim block,-7,3
Bcl-W Bim block,0,-1
ABCB1 block,0.5,1.9
Avidin fluor,11,13
GSH bead fluor,10,16
Bim-Bcl-2,-3,-1
ABCG2 inh,4,8
Bim-Bcl-B,-1,-8
Bim-Bcl-XL,0,-3
RGS7-Gao,100,97

# Later entries:
25	Cc1csc(NC(=O)CSc2nnc(-c3ccco3)n2C)n1
26	COc1ccc(S(=O)(=O)N(CC(=O)NCc2ccco2)C2CCCCC2)cc1OC
27	Cc1cccc2cc(CN(Cc3ccco3)C(=O)Nc3cccc(C#N)c3)c(Cl)nc12
28	O=C(Nc1nnc(Cc2c[nH]c3ccccc23)s1)c1ccc(Cl)cc1Cl
29	CCCN=Cc1c(CCC)[nH]n(-c2nc3ccccc3s2)c1=O
30	Cc1ncc(CCl)c2c1OC(C)(C)OC2
31	O=C(CSc1nc2ccccc2c(=O)n1Cc1ccco1)c1ccc(F)cc1
32	O=C(O)CCCCCNS(=O)(=O)c1ccc(Cl)cc1
entry no.,25,26,27,28,29,30,31,32
RGS4-Gao reg,99,109,107,103,104,103,101,102
Bfl-1 Bim block,-2,-4,1,5,-7,0,-15,-11
Bcl-W Bim block,0,0,4,0,5,-4,-3,0
ABCB1 block,0.5,2.3,0.7,0.3,1.9,0.0,0.5,0.5
Avidin fluor,37,10,28,9,27,25,7,9
GSH bead fluor,13,14,12,4,10,18,42,31
Bim-Bcl-2,-2,2,2,3,1,-3,-9,-8
ABCG2 inh,3,4,2,2,7,0,6,1
Bim-Bcl-B,0,-3,3,-5,-1,-4,-5,-4
Bim-Bcl-XL,-2,1,0,-4,0,-5,2,-10
RGS7-Gao,102,107,101,101,100,105,96,95

# Looked up above:
# Bim-Bcl-B with no. 31 reads -5
# Bcl-W Bim block with no. 29 reads 5

# (further entries)
33	COc1ccc(-c2noc(CN(C(=O)c3ccc(OC(C)=O)cc3)C(C)C)n2)cc1OC
34	Cn1c(N)c(C(=O)COC(=O)C2(c3ccc(F)cc3)CCCC2)c(=O)n(C)c1=O
35	CCOC(=O)C(C(C)C)C(N)Cc1ccc(F)cc1 (stereo unspecified)
36	Cn1ccnc1SCC(=O)Nc1cccc(S(=O)(=O)N2CCCCC2)c1
37	Cc1cccc2nc(COc3ccc(Cl)c4cccnc34)cn12
38	O=C(NC1(C(F)(F)F)C(=O)Nc2c1c(=O)[nH]c(=O)n2Cc1ccccc1)c1ccc(Cl)cc1 (stereo unspecified)
39	Cc1c(NC(=O)/C(C#N)=C/c2cccs2)c(=O)n(-c2ccccc2)n1C
40	Cc1cc(OC(=O)c2cccs2)ccc1C(C)C
entry no.,33,34,35,36,37,38,39,40
RGS4-Gao reg,100,97,101,104,71,104,91,102
Bfl-1 Bim block,2,-10,0,-2,-2,-4,1,-3
Bcl-W Bim block,4,-1,-2,-3,-1,-1,0,-1
ABCB1 block,2.4,-0.1,0.2,1.9,0.9,-0.1,-0.1,0.7
Avidin fluor,17,7,12,12,11,33,8,22
GSH bead fluor,24,40,62,17,61,22,6,10
Bim-Bcl-2,-4,-9,1,-6,-2,-3,3,0
ABCG2 inh,8,2,0,10,3,0,5,3
Bim-Bcl-B,0,-6,0,-5,-2,-4,0,0
Bim-Bcl-XL,4,-25,-2,-3,-1,-3,-3,-1
RGS7-Gao,94,98,99,100,73,101,87,102

41	Cc1ccc2c(c1)-c1c(cnn1CC(=O)N(CCC#N)c1ccccc1)CO2
42	COC(=O)c1cnn(-c2ccccc2)c1-n1cccc1C=O
43	c1ccc2c(c1)nc(N1CCOCC1)c1ccccc12
44	CC(=O)NC(Cc1c[nH]c2ccccc12)C(=O)Nc1ccc2c(c1)OCO2 (stereo unspecified)
45	O=S(=O)(/N=S1/CC=CCN1S(=O)(=O)c1ccccc1)c1ccccc1 (stereo unspecified)
46	Cc1ccc(C)c(OCc2nnc(SCC(=O)NC(=O)NCc3ccco3)o2)c1
47	CCOc1ccc(C(C)=O)cc1CSc1nnc(-c2ccncc2)n1CCOC
48	Cc1ccc(NC2(c3nnnn3-c3c(C)cccc3C)CCCCC2)cc1
entry no.,41,42,43,44,45,46,47,48
RGS4-Gao reg,101,97,99,96,87,100,98,116
Bfl-1 Bim block,-9,-5,0,0,36,-6,-6,0
Bcl-W Bim block,0,-1,0,0,4,0,-3,0
ABCB1 block,-2.5,0.6,-0.5,0.6,0.3,0.2,0.4,1.6
Avidin fluor,7,11,21,8,4,6,10,13
GSH bead fluor,19,14,12,19,19,13,12,4
Bim-Bcl-2,-2,-3,0,2,7,-6,-1,3
ABCG2 inh,-5,1,-2,2,0,6,10,8
Bim-Bcl-B,-3,-4,-5,-3,-32,-1,-4,-4
Bim-Bcl-XL,0,-1,-3,-2,8,0,-4,-1
RGS7-Gao,101,96,100,95,112,89,u,112

49	COC(=O)/C=C/c1ccc(OC(=O)OC)c(OC(=O)OC)c1
50	CC(CNc1ccccc1O)C(=O)O (stereo unspecified)
51	CCCCN(CCCC)CC(O)COc1ccccc1C(=O)Nc1ccccc1 (stereo unspecified)
52	COc1cccc(C(=O)Nc2nnc(-c3cccs3)o2)c1
53	O=C(OCc1ccc(Cl)cc1)c1cccnc1Cl
54	COc1ccc(N2C(=O)CC(NCc3cccs3)C2=O)cc1 (stereo unspecified)
55	Cn1c(CCN2CCCCC2)nc2cc(NS(=O)(=O)c3ccc(F)cc3)ccc21
56	COc1ccccc1-n1cnnc1SCC(=O)NCC1CCCO1 (stereo unspecified)
57	O=C1c2cccc3cccc(c23)C(=O)N1OS(=O)(=O)c1ccc(Cl)cc1
entry no.,49,50,51,52,53,54,55,56,57
RGS4-Gao reg,100,97,98,105,104,133,96,99,97
Bfl-1 Bim block,-7,9,-3,-6,-6,-1,-5,-2,-9
Bcl-W Bim block,-2,8,-2,0,-3,-2,-3,-3,-1
ABCB1 block,-0.1,0.1,7.2,0.1,-1.4,0.9,0.0,0.0,-0.9
Avidin fluor,13,2,13,7,13,17,12,5,12
GSH bead fluor,12,5,11,27,15,11,24,20,11
Bim-Bcl-2,-6,5,-6,-8,-4,1,-1,2,0
ABCG2 inh,0,-2,4,2,5,4,0,1,-4
Bim-Bcl-B,-5,-5,-2,-6,-5,0,0,-4,-6
Bim-Bcl-XL,-5,-2,-3,-2,-1,-1,-1,1,-1
RGS7-Gao,100,85,u,101,105,122,94,98,137

# From no. 56 to 57, copied from above:
56	COc1ccccc1-n1cnnc1SCC(=O)NCC1CCCO1 (stereo unspecified)
57	O=C1c2cccc3cccc(c23)C(=O)N1OS(=O)(=O)c1ccc(Cl)cc1
entry no.,56,57
RGS4-Gao reg,99,97
Bfl-1 Bim block,-2,-9
Bcl-W Bim block,-3,-1
ABCB1 block,0.0,-0.9
Avidin fluor,5,12
GSH bead fluor,20,11
Bim-Bcl-2,2,0
ABCG2 inh,1,-4
Bim-Bcl-B,-4,-6
Bim-Bcl-XL,1,-1
RGS7-Gao,98,137
